High-throughput results deposited in PubChem by Vanderbilt High Throughput Screening Facility.
AMPAR-TARP mod – modulates AMPAR-stargazin complexes; calls only at 30 µM; HEK293 GluA2+stargazin, membrane potential dye (FDSS), glutamate EC50; hits were called plate by plate, in both directions; AID 1259245; O88602+P19491; 3.5% of 40,000 active;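 active = any of four per-well response measures lying three or more SD from its plate-wide compound average, in either direction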
AMPAR-TARP mod agonism max-min – also measured in AMPAR-TARP mod; calls as there; compound max-min signal; compound-alone response (agonism);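 unitless range of fluorescence divided by baseline over first 100 seconds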
AMPAR-TARP mod glutamate slope – further read-out of AMPAR-TARP mod, marked with its call; glutamate slope, % of max; measured here: glutamate response slope, % max;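 scaled per plate between vehicle wells and maximal 1 mM glutamate control wells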
* hit, by the source's call; i = inactive; + = active, no number. Only part of the results is shown; the hit share may differ from the screen's.

nr	structure	AMPAR-TARP mod	AMPAR-TARP mod agonism max-min	AMPAR-TARP mod glutamate slope
1	FC(F)(F)c1cccc2sc(N3CCNCC3)nc12	i	0.042	38
2	NCCN1CCN(c2ccccc2)CC1	i	0.049	23
3	Cc1ccc2c(CC(=O)N3CCN(C(c4ccccc4)c4ccccc4)CC3)cc(=O)oc2c1	i	0.087	77
4	CN(C)CC#CCNS(=O)(=O)C1CC1	i	0.13	60
5	Nc1c(C(=O)OCC2CCCO2)c2nc3ccccc3nc2n1Cc1cccs1 (stereo not drawn)	i	0.15	51
6	CN1C(=O)C(C(=O)O)C2CC1(C)Oc1ccccc12 (stereo not drawn)	i	0.049	52
7	Cc1cccc(CC(=O)N2CCN(CCn3nc(C)cc3C)CC2)c1	i	0.14	53
8	c1nc(N2CCNCC2)c2cn[nH]c2n1	+	0.13*	60*
9	CC12CCC(=O)C=C1CCC1C2CCC2(C)C(O)CCC12 (stereo not drawn)	i	0.039	30
10	CN(C)C(=O)Oc1ccc2c(c1)O/C(=C\c1c(F)cccc1Cl)C2=O	i	0.085	48
11	CN1CCN(C(CN)c2ccc(F)cc2)CC1 (stereo not drawn)	i	0.043	45
12	COc1ccc(Cn2c(N)c(C(=O)NCc3cccs3)c3nc4ccccc4nc32)cc1	i	0.12	50
13	CN(C)C(=O)Oc1ccc2c(=O)c(-c3ccc4c(c3)OCCO4)coc2c1	i	0.13	68
14	CCOCCCNC(=O)c1c(N)n(Cc2ccc3c(c2)OCO3)c2nc3ccccc3nc12	i	0.13	65
15	OCCC1CNCCN1Cc1ccccc1F (stereo not drawn)	i	0.048	61
16	O=C(c1cccs1)N1CC(C(=O)N2CCC3(CC2)OCCO3)C1	i	0.074	59
17	CCC(C)OC(=O)c1c(N)n(CCCOC)c2nc3ccccc3nc12 (stereo not drawn)	i	0.14	43
18	Cn1nnc2c(N3CC4CC(C3)c3cccc(=O)n3C4)ncnc21 (stereo not drawn)	i	0.051	58
19	COc1ccc2nc(N(CCN3CCOCC3)C(=O)Cc3ccccc3)sc2c1	i	0.047	55
20	c1ccc(CN2CCNCC2)nc1	i	0.032	46
21	CC(C)c1ccc(/C=C2\Oc3cc(OC(=O)N(C)C)ccc3C2=O)cc1	i	0.098	53
22	COc1ccc(/C=C2\Oc3cc(OC(=O)N(C)C)ccc3C2=O)cc1OC	+	0.16*	92*
23	O=C(Nc1ccc(Br)cc1C(=O)c1ccccc1Cl)c1ccno1	i	0.099	61
24	CCOc1ccc(OCC(=O)N2CCCN(CCn3cccn3)CC2)cc1	i	0.12	73

Grouped by structure, those above containing a Cl atom.
nr	structure	AMPAR-TARP mod	AMPAR-TARP mod agonism max-min	AMPAR-TARP mod glutamate slope
10	CN(C)C(=O)Oc1ccc2c(c1)O/C(=C\c1c(F)cccc1Cl)C2=O	i	0.085	48
23	O=C(Nc1ccc(Br)cc1C(=O)c1ccccc1Cl)c1ccno1	i	0.099	61

Filtered by structure: those above containing a thiophene ring, fused or not
nr	structure	AMPAR-TARP mod	AMPAR-TARP mod agonism max-min	AMPAR-TARP mod glutamate slope
5	Nc1c(C(=O)OCC2CCCO2)c2nc3ccccc3nc2n1Cc1cccs1 (stereo not drawn)	i	0.15	51
12	COc1ccc(Cn2c(N)c(C(=O)NCc3cccs3)c3nc4ccccc4nc32)cc1	i	0.12	50
16	O=C(c1cccs1)N1CC(C(=O)N2CCC3(CC2)OCCO3)C1	i	0.074	59

Compound profiles, from the list above. Order of screens: AMPAR-TARP mod, AMPAR-TARP mod agonism max-min, AMPAR-TARP mod glutamate slope
O=C(c1cccs1)N1CC(C(=O)N2CCC3(CC2)OCCO3)C1 is listed as i, 0.074, 59
CC12CCC(=O)C=C1CCC1C2CCC2(C)C(O)CCC12 (stereo not drawn) is listed as i, 0.039, 30
FC(F)(F)c1cccc2sc(N3CCNCC3)nc12 is listed as i, 0.042, 38
CC(C)c1ccc(/C=C2\Oc3cc(OC(=O)N(C)C)ccc3C2=O)cc1 is listed as i, 0.098, 53
